Screens: PubChem BioAssay, several laboratories
Neddylation inh: inhibitors of cullin neddylation, primary screen, biochemical, TR-FRET, uHTS, NAE and Ubc12. NEDD8-conjugating enzyme Ubc12 (Homo sapiens) + NEDD8-activating enzyme E1 regulatory …. calls only at 25 µM. 0.58% of 360,000 active. AID 651699, 2012; in the data active = inhibition above about 36%
Rin1 Abl inh: inhibitors of Rin1-Abl protein binding, primary screen, biochemical, TR-FRET; inhibition, % at 7.35 µM; 0.4% of 360,000 active; in the data active = inhibition above about 5%, passing the limit was not always enough
STEP block: STEP phosphatase inhibitors, primary screen, biochemical, fluorescence intensity, uHTS | Tyrosine-protein phosphatase non-receptor type 5 (Homo sapiens), P54829 | recombinant STEP, OMFP fluorogenic substrate | 0.25% of 360,000 active | AID 588621, 2011 | inhibition, % at 20 µM;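 active = inhibition at 20 µM, scaled per plate between control wells, above about 37%, limit read from the data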;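 also: 0% = DMSO with enzyme and substrate and 100% = substrate only without enzyme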
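Material: STEP (striatal-enriched tyrosine phosphatase) enzyme, cell-free | Medium: 50 mM Bis-Tris pH 6.0 with 2.5 mM DTT and 0.005% Tween 20 | Read-out: Percent inhibition scaled to no-enzyme and uninhibited-enzyme controls, plate-pattern corrected | Signal: Fluorescence read at 480 nm ex / 540 nm em | Times: 20 min reaction, room temperature, in the dark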
DNMT1 inh: human DNMT1 methyltransferase inhibitors, primary screen, biochemical, molecular beacon, fluorescence, HinP1I cleavage, uHTS. 0.83% of 360,000 active. inhibition (reported as % activation of signal), % at 10 µM. AID 588458, 2011; in the data active = inhibition above about 50%
CSN inh: inhibitors of CSN-mediated cullin deneddylation, primary screen, biochemical, fluorescence polarization, uHTS; Purified CSN, SCF-Nedd8-OG deneddylation; AID 651999, 2013; 0.38% of 360,000 active; COP9 signalosome complex subunit 5 (Homo sapiens), Q92905; inhibition, % at 12.5 µM;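 active = pattern-corrected inhibition above about 35%, with an unprinted fluorescence ratio check between 0.5 and 1.5, limit read from the data, passing the limit was not always enough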;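 also: 0% = enzyme with substrate and 100% = substrate without enzyme; some results filed as inactive read as strong as hits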
Target sequence (Q92905 whole entry, looked up, one chain of several): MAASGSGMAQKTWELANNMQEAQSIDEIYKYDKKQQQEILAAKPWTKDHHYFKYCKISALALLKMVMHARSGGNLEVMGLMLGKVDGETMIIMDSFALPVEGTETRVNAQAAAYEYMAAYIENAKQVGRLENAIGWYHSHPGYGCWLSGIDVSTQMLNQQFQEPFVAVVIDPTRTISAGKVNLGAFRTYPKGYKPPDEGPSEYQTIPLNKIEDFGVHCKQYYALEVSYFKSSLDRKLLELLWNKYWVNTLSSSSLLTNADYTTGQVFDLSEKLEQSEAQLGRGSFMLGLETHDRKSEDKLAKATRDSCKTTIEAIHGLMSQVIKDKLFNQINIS
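Test system: purified human Csn5 enzyme expressed in HEK293T cells. Amount: 0.24 nM enzyme. Reagent: SCFSkp2-Nedd8OG substrate at 10 nM final. Schedule: 90 min incubation of compound, enzyme and substrate at room temperature. Detection: fluorescence polarization. Read-out: % inhibition of substrate cleavage by Csn5.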
Scp1 inh: Scp-1 phosphatase inhibitors, primary screen, biochemical, colorimetric, uHTS. inhibition, % at 20 µM. 0.88% of 340,000 active. Recombinant Scp1, phosphopeptide, malachite green phosphate absorbance. Carboxy-terminal domain RNA polymerase II polypeptide A small phosphatase 1 (Homo …;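 active = inhibition above about 50% at 20 µM, limit read from the data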;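 also: plate controls were DMSO wells with enzyme for no effect and wells lacking enzyme for full effect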
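Material – SCP-1 phosphatase catalytic domain, residues 76-261 · Buffer or medium – Acidic Tris acetate buffer with magnesium and detergent · Also added – Phospho 17-mer peptide substrate · Compound – single 20 µM dose, 1% DMSO · Times – 45 min room-temperature reaction, 5 min colour, 30 min stabiliser · Technique – Phosphate-binding colour reagent, absorbance read at 630 nm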
NadD inh: inhibitors of S. aureus NadD, primary screen, biochemical, colorimetric, uHTS; Nicotinate-nucleotide adenylyltransferase NadD (Staphylococcus aureus N315); purified NadD enzyme, colorimetric absorbance read-out; inhibition, % at 20 µM; 0.78% of 360,000 active; AID 602399, 2012; in the data active = inhibition above about 26%; also: some compounds past the cut are filed as inactive
SUMO1 PPI mod: modulators of SUMO1 protein-protein interactions, primary screen, biochemical, uHTS; 0.33% of 360,000 active; AID 602429, 2012; inhibition, % at 20 µM; SUMO1 binding to a labelled peptide, TR-FRET, 1 h; in the data active = inhibition above about 37%
Target sequence (P63165 whole entry, looked up): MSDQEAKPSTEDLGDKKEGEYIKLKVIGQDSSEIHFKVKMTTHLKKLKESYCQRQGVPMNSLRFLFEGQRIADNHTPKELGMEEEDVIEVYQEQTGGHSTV
Rpn11 block: Rpn11 (PSMD14) deubiquitinase inhibitors, primary screen, biochemical, fluorescence polarization, uHTS; human 26S proteasome, Ub4-pepOG fluorescence polarization; 20S core pre-blocked with epoxomicin; calls only at 20 µM; 0.59% of 360,000 active; AID 588493, 2011; 26S proteasome non-ATPase regulatory subunit 14 (Homo sapiens), O00487;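 active = inhibition at 20 µM, scaled to each plate's controls, above about 33%, limit read from the data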
Target sequence (O00487 whole entry, looked up): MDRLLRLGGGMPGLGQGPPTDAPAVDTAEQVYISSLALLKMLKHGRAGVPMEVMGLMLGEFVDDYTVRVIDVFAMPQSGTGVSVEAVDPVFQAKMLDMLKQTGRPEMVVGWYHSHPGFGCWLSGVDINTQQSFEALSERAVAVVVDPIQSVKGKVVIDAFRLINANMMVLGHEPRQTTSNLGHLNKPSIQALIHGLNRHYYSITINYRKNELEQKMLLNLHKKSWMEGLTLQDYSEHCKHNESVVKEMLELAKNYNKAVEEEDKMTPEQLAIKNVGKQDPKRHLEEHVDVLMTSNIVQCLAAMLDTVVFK
LMPTP block: LMPTP phosphatase inhibitors, primary screen, biochemical, fluorescence intensity, uHTS; Low molecular weight phosphotyrosine protein phosphatase (Homo sapiens), P24666; recombinant LMPTP-A, OMFP fluorogenic substrate; inhibition, % at 20 µM; 0.22% of 360,000 active; AID 651560, 2012;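 active = compounds that cut the enzyme signal by at least half of the control window in the single-dose screen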;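 also: plate controls were DMSO wells with enzyme plus substrate for no effect and substrate without enzyme for full effect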
Target sequence (P24666 whole entry, looked up): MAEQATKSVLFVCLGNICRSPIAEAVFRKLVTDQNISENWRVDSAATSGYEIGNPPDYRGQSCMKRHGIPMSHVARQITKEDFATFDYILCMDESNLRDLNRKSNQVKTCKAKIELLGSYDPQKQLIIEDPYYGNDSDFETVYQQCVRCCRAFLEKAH
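Test system – LMPTP-A enzyme · Amount – LMPTP-A at 0.625 nM final in the reaction · Buffer or medium – Bis-Tris pH 6.0, DTT, detergent · Reagent – OMFP 400 µM · Doses – single 20 µM dose · Schedule – reaction 50 min, room temperature, dark · Detection – fluorescence intensity of OMFP turnover product · Evaluation – percent inhibition versus substrate-only and uninhibited controls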
* = called active by the depositor; i = inactive; · = not tested or not shown; + = active, no number.

SMILES	Neddylation inh	Rin1 Abl inh	STEP block	DNMT1 inh	CSN inh	Scp1 inh	NadD inh	SUMO1 PPI mod	Rpn11 block	LMPTP block
COc1ccc2c(c1)cc1c(=O)n(CC(=O)NC(C)CCc3ccccc3)nc(C)n12 (stereo not drawn)	i	-3	-1	26	4	6	6	15	i	0.7
COCCSc1nc(N)c(NC(=O)c2ccco2)c(=O)[nH]1	i	2	0	3	1	-3	1	1	i	-1.0
O=S(=O)(/N=C(/Nc1cccc2ccccc12)c1ccccc1)c1ccc(F)cc1	i	0	-1	1	5	5	-8	-1	i	1.6
CCOC(=O)c1cc(-c2ccccc2)nc2c(O)cccc12	i	0	-2	7	1	12	4	-9	i	3.2
COc1ccccc1Oc1ccc(S(=O)(=O)N2CCCC2)cc1	i	-1	0	4	0	-11	-8	-3	i	0.3
COC(=O)c1sccc1NC(=O)Nc1ccccc1Cl	i	-4	1	-3	-2	-15	-3	2	i	0.8
O=C1O[C@@H](c2ccccc2)C[C@@H](O)[C@H](O)CCCCc2ccccc21	i	·	·	·	1	·	0	0	·	-1.1
COc1ccc(C(=O)Cn2c(=O)oc3ccc(C)cc32)cc1	i	2	-2	1	-1	-17	-8	1	i	0.2
CS(=O)(=O)c1ccc(N2CCN(c3ccccn3)CC2)c([N+](=O)[O-])c1	i	-3	-1	-2	-3	-3	0	-28	i	0.1
O=C(CSc1cn(Cc2cccc(F)c2)c2ccccc12)NCc1ccc(F)cc1	i	-1	-2	6	-2	-23	6	0	i	1.5
COc1cc(/C=N/NC(=O)c2ccc(CSc3nc4ccccc4[nH]3)cc2)ccc1O	i	0	1	-13	-13	-11	22	-8	i	2.1
C/C(=N\NC(=O)c1ccc(=O)[nH]n1)c1cccnc1	i	2	-2	1	-2	7	4	-3	i	-0.2
COc1ccc(S(=O)(=O)N2CCC3(CC2)OCCN3S(=O)(=O)c2cccs2)cc1OC	i	0	0	1	-9	-7	-4	4	i	0.8
Cc1ccc2c(Cl)c(C(=O)NCCCN3CCOCC3)sc2c1	i	-2	-3	-2	3	·	-2	-9	i	-1.1
CC(=O)Nc1ccc(NC(=O)COC(=O)c2ccco2)cc1	i	4	-4	1	0	-24	-8	1	i	-0.5
CCOc1ccccc1N(C(=O)CNC(=O)c1ccco1)C(C(=O)NC1CCCC1)c1cccnc1 (stereo not drawn)	i	-2	-3	2	-4	-5	-2	-2	i	-1.9
C=CCNc1nc2cc(-c3ccccc3OC)sc2c(=O)n1C	i	-4	0	-11	2	·	1	-26	i	1.7
C=CCNC(=O)c1onc(CSc2cc(C)ccc2C)c1C(=O)O	i	1	1	-1	-4	-7	0	5	i	-1.1
CC(C)CC(=O)NC(NC(=S)Nc1cccc2cccnc12)C(Cl)(Cl)Cl (stereo not drawn)	i	-4	1	-5	0	1	5	-1	i	1.6
CC(=O)Oc1cc(O)c2c(c1)OC(c1ccc(OC(C)=O)c(OC(C)=O)c1)C(OC(C)=O)C2=O (stereo not drawn)	i	6	-1	1	0	7	-2	4	i	-1.7
N=c1sccn1CC(=O)NC(c1ccccc1)c1ccccc1	i	-1	-5	8	4	-2	-5	-1	i	-0.4
COc1ccccc1CN1CC(C(=O)NC2(c3ccccc3)CC2)CCC1=O (stereo not drawn)	i	5	1	1	-4	1	3	3	i	0.3
COc1ccc(CNC(=O)CCn2nc(C)c3c(C)n(-c4ccccc4)nc3c2=O)c(OC)c1	i	1	-2	0	-1	-5	3	5	i	-0.7
CN(C)c1ccc(C(=O)NNC(=O)Nc2ccccc2)cc1	i	4	0	3	-11	-3	-2	2	i	0.4
O=C(COc1ccccc1)N(Cc1cccc(F)c1)C1CCS(=O)(=O)C1 (stereo not drawn)	i	1	-2	3	-1	2	-2	-2	i	-1.8
CCc1ccc(CCC(=O)Nc2ccc(C(C)=O)cc2)o1	i	2	5	-3	-3	0	-6	1	i	1.0
O=C(NC1(C(F)(F)F)C(=O)Nc2c1c(=O)[nH]c(=O)n2-c1ccccc1)c1ccncc1 (stereo not drawn)	i	-1	2	0	0	-4	-3	-1	i	-0.5
O=C(Cn1cc(C(=O)COc2ccccc2)c2ccccc21)NCc1ccco1	i	-2	-2	5	6	-9	-2	2	+	1.2
Cc1ccc(NC(=O)Nc2ccc3c(c2)CCC3)cc1	i	0	1	0	1	-4	0	0	i	-1.6
CC1=CS/C(=C(/C#N)C(=O)N2CCCCC2)N1c1ccccc1	i	-2	-4	1	2	4	1	11	i	0.1
C#CCNC(=O)C1=C[C@H](c2ccc3c(c2)OCO3)[C@@H](CCCO)[C@H](OCC)O1	i	0	0	2	-2	-8	3	4	i	0.6
CN(C(=O)c1cccc(NC(=O)Cc2ccc(NC(=O)C3CCCN(C(=O)C4CCCCC4)C3)cc2)c1)C1CC1 (stereo not drawn)	i	-2	-2	4	6	-8	2	-1	i	-2.4
O=C(NCCCCc1ccccc1)Nc1cccc(F)c1	i	-1	1	5	0	29	-5	-2	i	0.5
COc1ccc(/C(O)=C2/C(=O)C(=O)N(CCN(C)C)C2c2ccc(C)cc2)cc1Cl (stereo not drawn)	i	-10	1	-4	1	-12	4	-8	i	-2.4
Cc1nc2ccccc2c(=O)n1CCCN1CCOCC1	+	-1	-1	3	5	-11	-7	3	i	-1.8
COc1ccc(NC(=S)NN2C(C)CCCC2C)cc1 (stereo not drawn)	i	-1	0	1	-3	-7	-4	0	i	-1.3

Looked up one by one from the list above, 7 records:
SMILES	Neddylation inh	Rin1 Abl inh	STEP block	DNMT1 inh	CSN inh	Scp1 inh	NadD inh	SUMO1 PPI mod	Rpn11 block	LMPTP block
CCOC(=O)c1cc(-c2ccccc2)nc2c(O)cccc12	i	0	-2	7	1	12	4	-9	i	3.2
O=C(NC1(C(F)(F)F)C(=O)Nc2c1c(=O)[nH]c(=O)n2-c1ccccc1)c1ccncc1 (stereo not drawn)	i	-1	2	0	0	-4	-3	-1	i	-0.5
CN(C(=O)c1cccc(NC(=O)Cc2ccc(NC(=O)C3CCCN(C(=O)C4CCCCC4)C3)cc2)c1)C1CC1 (stereo not drawn)	i	-2	-2	4	6	-8	2	-1	i	-2.4
C/C(=N\NC(=O)c1ccc(=O)[nH]n1)c1cccnc1	i	2	-2	1	-2	7	4	-3	i	-0.2
CCOc1ccccc1N(C(=O)CNC(=O)c1ccco1)C(C(=O)NC1CCCC1)c1cccnc1 (stereo not drawn)	i	-2	-3	2	-4	-5	-2	-2	i	-1.9
COc1ccc(CNC(=O)CCn2nc(C)c3c(C)n(-c4ccccc4)nc3c2=O)c(OC)c1	i	1	-2	0	-1	-5	3	5	i	-0.7
COc1ccccc1CN1CC(C(=O)NC2(c3ccccc3)CC2)CCC1=O (stereo not drawn)	i	5	1	1	-4	1	3	3	i	0.3

(cont.)
SMILES	Neddylation inh	Rin1 Abl inh	STEP block	DNMT1 inh	CSN inh	Scp1 inh	NadD inh	SUMO1 PPI mod	Rpn11 block	LMPTP block
N#Cc1ccc(Cn2c(=O)oc3ccccc32)cc1	i	1	0	-1	-4	-12	-2	3	i	-1.4
OCCNCCCCOc1ccc(F)cc1	i	0	-1	2	7	3	-4	-1	i	-2.0
CS(=O)(=O)N1CCc2cc(C(=O)O)ccc21	i	-2	3	2	-1	-3	2	4	i	-1.0
O=C(Nc1ccc2c(c1)OCO2)C1CCN(S(=O)(=O)c2cccs2)CC1	i	4	-3	-20	5	-11	4	-1	i	1.3
Cc1cc(C)nc(SCc2nc3nc(C)cc(C)n3c2Br)n1	·	0	3	29	3	-3	-1	-2	i	0.5
O=C(Nc1ccc(Cl)cn1)c1cc2c(s1)-c1ccccc1OC2	·	-4	-2	56*	2	-7	3	-6	i	0.0
O=C(CCSCCc1ccccn1)Nc1c(F)cc(F)cc1Br	i	-1	-2	15	-2	33	8	0	i	-1.2
CC(C)(C)NC(=O)C(Cc1ccccc1)NS(=O)(=O)c1ccc2c(c1)CCC(=O)N2 (stereo not drawn)	i	-2	2	0	-1	3	-6	-3	i	-1.4
N#CC1=C2SCN(Cc3ccco3)CN2C(=O)CC1c1c(F)cccc1Cl (stereo not drawn)	i	-1	4	-15	10	-1	5	-2	i	0.9
Cc1ccc(S(=O)(=O)NCC(=O)N(CC(=O)NCc2ccco2)C2CCCC2)cc1	i	2	0	1	4	-5	1	-6	i	-0.3
C[C@H]1CN([C@@H](C)CO)S(=O)(=O)c2ccc(C#Cc3cccnc3)cc2O[C@@H]1CN(C)C(=O)Nc1ccc2c(c1)OCO2	i	0	0	-7	-1	·	6	-1	i	-1.2
O=C(C[n+]1ccn(CCCNP2(=O)C=C(c3ccccc3)OC(c3ccccc3)=C2)c1)c1cccs1	i	2	0	-6	9	1	2	-1	i	2.4
COc1ccc(N=C(C)C2=C(O)c3ccccc3C2=O)cc1	i	-1	-1	-6	0	-8	-7	-19	i	1.6
CN(CCC(=O)c1ccccc1)CCC(=O)c1ccccc1	i	-2	-2	2	-1	-9	-8	-3	i	-0.2
COc1ccc(N2CCN(C(c3ccccc3)c3sc4nc(C)nn4c3O)CC2)cc1 (stereo not drawn)	i	-1	1	-1	-2	-7	3	-4	i	-1.2
Cc1ccc(CN2CCNC(=O)C2CC(=O)NCCCn2nnc3ccccc32)cc1 (stereo not drawn)	i	-2	3	-1	5	·	2	-2	i	1.5
O=C(CSc1nnc(-c2ccccc2)n1Cc1ccco1)Nc1ccc2c(c1)OCCO2	i	-2	-2	-4	-1	-2	0	0	i	-0.5
CCn1c(N)c(C(=O)N2CCOCC2)sc1=S	i	-5	3	-2	-2	-2	5	-7	i	-1.3
COC(=O)[C@H]1C[C@@H]1[C@H](NC(=O)c1ccccc1)c1ccccc1	i	6	-1	7	-3	-2	4	0	i	0.3
Cc1cc(=O)oc2cc(OCCSCCN3CCOCC3)ccc12	i	-2	0	3	5	-2	-2	0	i	0.8
COc1ccccc1C(NC(=O)C1CCN(CCOc2ccccc2)CC1)c1ccccn1 (stereo not drawn)	i	1	-5	0	1	·	0	3	i	-1.5
Cc1cnc(C(=O)N2CCCC(C(=O)c3cccc(OC(C)C)c3)C2)cn1 (stereo not drawn)	i	-1	-5	18	-3	11	-1	2	i	-0.8
